ARNT TACC3 PPI: disruptors of human ARNT/TACC3 interaction; Q9Y6A5; AlphaScreen His-ARNT PAS-B/GST-TACC3 binding, luminescence; TACC3 fragment carries E629A point mutation; inhibition, % at 9.99 µM; 390,000 compounds, 0.66% hits; AID 623870;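 active means mean inhibition of replicates at least 50% and at least half of replicates each reaching 50%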;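 further: 0% = complete ARNT plus TACC3 wells and 100% = ARNT alone without TACC3; many hits fall short of the cut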
C2C12 statin: suppression of simvastatin myotoxicity; C2C12 myotubes + simvastatin, ATP luminescence, 48 h; scaled: DMSO 0, geranylgeraniol control 100; rescue of ATP level, % at 7.49 µM; 330,000 compounds, 0.78% hits; AID 602340;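 active means mean ATP rescue above about 67%, or every replicate alone reaching that limit, limit read from the data, passing the limit was not always enough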;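 further: myotubes were challenged with 10 µM simvastatin during compound exposure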
Cneo AK release: Cryptococcus neoformans lysis via adenylate kinase release; C. neoformans lysis, adenylate kinase release luminescence, 4 h; normalised: neutral wells 0, clomiphene wells 100; lysis activity, % at 15 µM; 360,000 compounds, 0.2% hits; AID 651654;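 active means mean lysis activity across replicates of at least 80%, whatever share of replicates individually reach that level; inactive means mean lysis activity below 80%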
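Material: C. neoformans cells | Amount: Yeast cell density of 5 × 10^6 cells/mL | Medium: Fresh YPD growth medium | Dosing: Single dose | Times: Static 4 h at 37 °C with compound, 1 h detection | Detection: AK luminescence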
miR122 inh: miR-122 inhibition in Huh7 cells. activation (reporter increase), % at 12.5 µM. Huh7 miR-122 Renilla luciferase sensor, 48 h; neutral wells = 0, positive control = 100. 340,000 compounds, 0.3% hits;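 active means mean replicate activation score at least 90 and every replicate individually at or above 90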;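 further: higher luciferase means less miR-122 activity so hits act as miR-122 inhibitors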
esBAF inh: inhibitors of esBAF chromatin remodeling in mouse ES cells | Bmi1-luciferase knock-in reporter, 24 h; 100% = twice the neutral-well signal | reporter increase, % at 12.5 µM | 350,000 compounds, 2% hits | AID 602393; in the data active means activation above about 40%;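 further: 0% = median of the plate's neutral control wells and 100% = double that signal; a rise in the Bmi1 reporter signal indicates esBAF inhibition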
ERp5 inh: blocks human ERp5 reductase activity on insulin. ERp5 insulin aggregation, absorbance 650 nm, 90 min. inhibition, % at 9.99 µM. 350,000 compounds, 0.05% hits. AID 651711;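 active means mean replicate inhibition above about 25%, with every replicate also reaching it, limit read from the data, passing the limit was not always enough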
Target sequence (Q15084 whole entry, looked up): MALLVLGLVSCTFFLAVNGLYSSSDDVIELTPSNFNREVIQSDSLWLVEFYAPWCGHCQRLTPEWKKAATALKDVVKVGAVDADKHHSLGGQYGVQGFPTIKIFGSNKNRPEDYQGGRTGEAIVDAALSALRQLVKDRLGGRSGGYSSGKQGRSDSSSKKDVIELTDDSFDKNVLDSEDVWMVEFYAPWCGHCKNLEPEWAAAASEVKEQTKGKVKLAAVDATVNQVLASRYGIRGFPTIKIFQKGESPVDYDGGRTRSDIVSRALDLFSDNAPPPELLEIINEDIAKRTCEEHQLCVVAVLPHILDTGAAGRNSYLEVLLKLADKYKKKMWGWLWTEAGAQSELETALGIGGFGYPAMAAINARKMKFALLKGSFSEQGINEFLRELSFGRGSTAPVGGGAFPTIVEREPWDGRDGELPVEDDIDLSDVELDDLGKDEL
SIRT5 inh: inhibitors of human sirtuin-5 desuccinylase | 330,000 compounds, 1.1% hits | Q9NXA8 | inhibition, % at 15 µM | Purified SirT5, succinyl-peptide AMC, trypsin-coupled fluorescence; in the data active means inhibition above about 15%
Target sequence (Q9NXA8 whole entry, looked up): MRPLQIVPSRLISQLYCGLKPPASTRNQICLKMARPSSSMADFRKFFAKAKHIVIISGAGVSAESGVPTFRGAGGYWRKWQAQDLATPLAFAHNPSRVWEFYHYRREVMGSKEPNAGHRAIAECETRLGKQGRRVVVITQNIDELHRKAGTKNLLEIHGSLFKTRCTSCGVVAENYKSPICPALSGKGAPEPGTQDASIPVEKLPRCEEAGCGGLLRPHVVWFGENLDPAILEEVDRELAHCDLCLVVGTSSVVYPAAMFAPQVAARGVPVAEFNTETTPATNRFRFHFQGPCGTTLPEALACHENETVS
Active calls of the source: *; . = not tested or not shown; [ ] = dose if it differs, or a comment.

SMILES | ARNT TACC3 PPI | C2C12 statin | Cneo AK release | miR122 inh | esBAF inh | ERp5 inh | SIRT5 inh
Cc1ccc(S(=O)(=O)N(C)C[C@H]2Oc3ccc(NC(=O)Cn4cnnn4)cc3CC(=O)N([C@@H](C)CO)C[C@@H]2C)cc1 | 5 | -17 | -2 | -11[16.7 µM] | 4 | -8 | -2
O=C(C[C@@H]1C[C@H]2c3cc(NS(=O)(=O)c4ccc(F)cc4)ccc3O[C@H]2[C@H](CO)O1)NCc1ccc(Cl)cc1 | 6 | -6 | 4 | 64[16.7 µM] | -27 | 0 | 2
C[C@H]1CN([C@@H](C)CO)C(=O)Cc2cc(NC(=O)Nc3cccc4ccccc34)ccc2O[C@H]1CN(C)C(=O)Nc1ccc(F)cc1 | 5 | 21 | -2 | -4[16.7 µM] | -1 | -9 | 5
COc1ccc(SC[C@H](Cc2ccccc2)N2CC[C@@H](NC(=O)OCc3ccccc3)CCC2=O)cc1 | -2 | -13 | -2 | -2 | 2 | 2 | 7
CCc1c(C)c2ccc(O)c(CN3CCCC3)c2oc1=O | . | 4 | 0 | 4 | 2 | 2 | -115
COCCn1c(SCC(=O)Nc2ccc(S(=O)(=O)N3CCOCC3)cc2)nc2ccccc21 | -1 | -5 | -1 | -1 | -1 | . | .
COc1ccc(C(=O)N(Cc2nc(-c3ccc(C)cc3)no2)C(C)C)cc1OC | -6 | -7 | -1 | -5 | 2 | 2 | 3
Cc1cc(C)c(NC(=O)CSCc2c(C)noc2C)c(C)c1 | -5 | 1 | -1 | . | -1 | -2 | -1
CC(C)[C@H](NC(=O)c1ccccc1Cl)C(=O)OCC(=O)N1CCCCC1 | -12 | 1 | 3 | 1 | 30 | 2 | -7
O=C(O)CCc1ccc(-c2cccs2)n1NC(=O)c1ccc(O)cc1 | 0 | . | . | . | . | -9 | 1
C[C@@H]1CN([C@H](C)CO)S(=O)(=O)c2ccc(-c3cccc(C(=O)N(C)C)c3)cc2O[C@@H]1CN(C)C | 0 | -10 | 5 | 16[16.7 µM] | -2 | 2 | -4
Cc1nc(=S)n(-c2ccccc2)[nH]1 | -2 | -7 | 20 | 2 | 3 | . | .
N#CCCC1(CCC#N)c2ccccc2C(=O)c2ccccc21 | . | -1 | 2 | -1 | 2 | 5 | 0
O=C(CN1C(=O)CSc2ccccc21)NC1CCCC1 | 5 | -10 | 1 | -4 | 0 | 0 | -1
CCOC(=O)C1=C(CNCc2ccc(C)cc2)NC(=O)NC1c1ccc(OC)cc1 (stereo not drawn) | 1 | -20 | 1 | -1 | -3 | . | .
C[C@@H]1CN([C@H](C)CO)C(=O)c2cccc(NS(=O)(=O)c3ccc(Cl)cc3)c2O[C@H]1CN(C)Cc1ccc(C(F)(F)F)cc1 | 7 | 36 | -2 | 35[16.7 µM] | 2 | 6 | 2
Cc1ccc(SCC(=O)O/N=C(\N)c2cccc([N+](=O)[O-])c2)cc1 | -5 | 11 | 5 | -4 | 3 | 5 | -2
O=C(C[C@H]1CC[C@H](NC(=O)c2ccc(F)cc2)[C@@H](CO)O1)NCCc1ccncc1 | -3 | 2 | 0 | . | -2 | 2 | 5
Fc1ccccc1N1CCN(C(c2ccncc2)c2nnnn2C2CCCC2)CC1 (stereo not drawn) | -9 | -5 | 1 | -2 | 22 | 6 | -1
COCCCn1c(C(=O)NCCN2CCOCC2)cc2c(=O)n3ccccc3nc21 | -6 | 3 | 0 | . | 1 | -6 | -66
Oc1[nH]c2ccccc2c1N=Nc1ccccn1 | 0 | 4 | . | 47 | 29 | -6 | 1
C[C@H](NC(=O)C[C@H]1CC[C@H]2[C@H](COc3ccc(NS(=O)(=O)c4ccc(Cl)cc4)cc3C(=O)N2C)O1)c1ccccc1 | -12 | -2 | 0 | -15[16.7 µM] | 2 | 0 | -2
Cc1ccc(NC2=NCC(=O)N2Cc2ccccc2)c(C)c1 | -1 | 3 | -5 | -5 | . | . | .
COc1ccc(-c2nnn(CC(=O)Nc3ccc4c(c3)OCCO4)n2)cc1OC | -1 | -4 | 0 | -25 | -3 | . | .
Cc1noc(C)c1S(=O)(=O)Nc1ccc2c(c1)C(=O)N([C@H](C)CO)C[C@@H](C)[C@@H](CN(C)S(=O)(=O)c1ccccc1)OCCCC[C@H](C)O2 | 0 | . | -1 | -3[16.7 µM] | -2 | -2 | 3
Cc1cc(NS(=O)(=O)c2ccc(NC(=O)c3ccccc3C)cc2)no1 | -3 | 7 | . | -6 | -2 | 6 | -1
CCN(CC)C(=O)CN(C#N)c1nc(NC(C)C)nc(NC(C)C)n1 | -3 | 3 | -1 | -11 | -2 | . | .
O=C(C[C@@H]1CC[C@H]2[C@@H](COC[C@@H](O)CN2Cc2ccncc2)O1)NCc1ccncc1 | -4 | -15 | -4 | 2[16.7 µM] | -5 | 5 | 19*
C[C@@H]1CN([C@@H](C)CO)S(=O)(=O)c2ccc(-c3ccccc3)cc2O[C@H]1CN(C)C(=O)Nc1ccccc1F | 1 | -89 | 6 | 0[16.7 µM] | . | -4 | 8
C[C@@H]1CCCCO[C@@H](CN(C)Cc2ccc(Cl)c(Cl)c2)[C@@H](C)CN([C@@H](C)CO)C(=O)c2cc(NC(=O)Nc3ccc(C(F)(F)F)cc3)ccc2O1 | -4 | -70 | -1 | 17[16.7 µM] | 1 | 9 | -3
O=C(NCCN1CCN(C(=O)c2c(F)cccc2F)CC1)C(=O)Nc1ccc(Cl)cc1 | -2 | 2 | 2 | -2 | 5 | -3 | 1
Cc1cc(-c2csc(NC(=O)c3cc4ccccc4o3)n2)c(C)n1C | 21 | -7 | -1 | 4 | -4 | . | .
C[C@@H]1CCCCO[C@@H](CN(C)C)[C@@H](C)CN([C@@H](C)CO)C(=O)c2cc(NS(=O)(=O)c3cn(C)cn3)ccc2O1 | -9 | . | 2 | 2[16.7 µM] | . | 0 | -2
Cn1cccc1CNC(=S)Nc1ccccc1Cl | 1 | . | . | . | . | 0 | 3
O=C(c1ccc2nc[nH]c2c1)N1CCN(S(=O)(=O)c2cccc(F)c2)CC1 | -1 | 5 | 2 | . | 2 | -5 | 7
Cc1ccc(-n2c(C)cc(/C=N/NC(=O)CN(c3ccc(C)cc3C)S(C)(=O)=O)c2C)cc1 | 5 | 8 | 1 | -6 | 11 | . | .
CCN(CC(=O)Nc1c(F)cccc1F)C(=O)c1cc(C)nc2ccccc12 | -4 | . | . | . | . | 3 | -1
CNC[C@H]1Oc2c(NC(=O)Nc3ccc4c(c3)OCO4)cccc2C(=O)N([C@H](C)CO)C[C@@H]1C | 10 | -68 | 0 | 8[16.7 µM] | 5 | 0 | -2
C[C@H](CO)N1C[C@H](C)[C@H](CN(C)CC2CCCC2)OCc2cn(nn2)CCCC1=O | -18 | 17 | -2 | 2[16.7 µM] | -7 | -5 | 1
O=C1CC2CC1C(C(=O)O)C2C(=O)O (stereo not drawn) | 2 | . | . | . | . | 9 | -5
O=C1C2CCCCC2C(=O)N1c1ccc(S(=O)(=O)Nc2ncccn2)cc1 (stereo not drawn) | -3 | -25 | -6 | -5 | -10 | 8 | -1
O=C1OC(c2ccccc2)(c2cc(Br)c(O)c(Br)c2)c2ccccc21 (stereo not drawn) | -21 | 12 | -3 | -8 | 2 | -3 | .
Cc1cccc(S(=O)(=O)c2c(C)cc(C)[nH]c2=O)c1 | -7 | 16 | . | . | -10 | 4 | -2
CCC(CC)C(=O)NCCc1cc2c(OC)ccc(OC)c2[nH]c1=O | 27 | . | -2 | 6 | . | . | .
Cc1ccc(-c2ccc3c(c2)O[C@H](CN(C)C(=O)CN(C)C)[C@H](C)CN([C@H](C)CO)S3(=O)=O)cc1 | 3 | -16 | -1 | -12[16.7 µM] | -3 | -8 | -3
CC(=O)Nc1ccc2nc(-c3ccccc3)cn2c1 | -2 | . | . | . | . | -2 | -3
COc1cc(S(=O)(=O)n2nc(C)cc2C)ccc1Cl | -3 | 12 | 6 | 7 | 9 | -9 | 0
CC(=O)N1CCCN(C(=O)c2ccc3nc(Cc4cccc(Cl)c4)oc3c2)CC1 | 1 | . | -1 | 6 | . | 0 | -1
O=C(O)c1ccc(-c2cccc(Cl)c2)o1 | 2 | 5 | 0 | -4 | -5 | 3 | -5
Cc1[nH]c(C)c(S(=O)(=O)N2CCc3ccccc32)c1C(=O)N1CCCCC1 | -2 | 3 | -1 | 11 | 0 | 1 | 3
CCN(CC)CCN(C(=O)CCOc1ccccc1)c1nc2ccc(F)cc2s1 | -1 | . | . | . | . | 7 | -5
CC(=O)Nc1ccc(S(=O)(=O)N2CCC(C(=O)NCCc3ccc(Cl)cc3)CC2)cc1 | 1 | -8 | 1 | 6 | -4 | 1 | 0
Cc1ccc(OS(=O)(=O)c2c(C)nn(C)c2Cl)c(C)c1 | -3 | -10 | -4 | 0 | -4 | 0 | 0
C=CCSc1ncc(-c2ccccc2)cn1 | . | 1 | 2 | 0 | 50* | -5 | 1
Cc1cc([N+](=O)[O-])nn1CCCC(=O)NC(C)c1ccccc1 (stereo not drawn) | -2 | . | -1 | -5 | . | 8 | 38*
CN(C)S(=O)(=O)c1ccc(C(=O)NCc2nnc(SCC(=O)N3CCCC3)o2)cc1 | -10 | -1 | -1 | . | 0 | 4 | 15
Cc1ccccc1C(=O)N1CCC(C(=O)Nc2ccc(F)cc2)CC1 | 0 | -15 | -2 | 5 | 4 | . | .
COC(=O)c1sc(N2C(=O)c3oc4ccccc4c(=O)c3C2c2cccs2)nc1C (stereo not drawn) | -4 | -41 | 1 | -2 | -3 | . | .
CCCS(=O)(=O)NC(=O)C1(C)CCN(C(=O)c2c(C)noc2C)C1 (stereo not drawn) | . | 1 | -1 | 5 | -8 | 2 | -1
C[C@@H]1CCCCO[C@@H](CN(C)C(=O)c2ccncc2)[C@H](C)CN([C@H](C)CO)C(=O)c2cc(NS(=O)(=O)c3cn(C)cn3)ccc2O1 | -9 | . | -3 | 9[16.7 µM] | 0 | 0 | -4

Among those listed so far, 6 contain an NH in an aromatic ring.
SMILES | ARNT TACC3 PPI | C2C12 statin | Cneo AK release | miR122 inh | esBAF inh | ERp5 inh | SIRT5 inh
Cc1nc(=S)n(-c2ccccc2)[nH]1 | -2 | -7 | 20 | 2 | 3 | . | .
Oc1[nH]c2ccccc2c1N=Nc1ccccn1 | 0 | 4 | . | 47 | 29 | -6 | 1
O=C(c1ccc2nc[nH]c2c1)N1CCN(S(=O)(=O)c2cccc(F)c2)CC1 | -1 | 5 | 2 | . | 2 | -5 | 7
Cc1cccc(S(=O)(=O)c2c(C)cc(C)[nH]c2=O)c1 | -7 | 16 | . | . | -10 | 4 | -2
CCC(CC)C(=O)NCCc1cc2c(OC)ccc(OC)c2[nH]c1=O | 27 | . | -2 | 6 | . | . | .
Cc1[nH]c(C)c(S(=O)(=O)N2CCc3ccccc32)c1C(=O)N1CCCCC1 | -2 | 3 | -1 | 11 | 0 | 1 | 3

(list continues)
SMILES | ARNT TACC3 PPI | C2C12 statin | Cneo AK release | miR122 inh | esBAF inh | ERp5 inh | SIRT5 inh
Nc1ccc2c(=O)[nH][nH]c(=O)c2c1 | -17 | -1 | 6 | -2 | -8 | 9 | .
CCCN1C[C@H](C)[C@@H](OC)CN(C)C(=O)c2cc(NC(=O)C3CCOCC3)ccc2OC[C@H]1C | 10 | -10 | 42 | 9[16.7 µM] | -2 | 3 | 1
CC(C)CC#Cc1cnc2c(c1)C(=O)N([C@H](C)CO)C[C@H](C)[C@H](CN(C)C(=O)CN1CCOCC1)O2 | -9 | 1 | -2 | -6[16.7 µM] | -9 | -3 | -1
COc1ccc(NC(=O)Nn2cnnc2)cc1OC | -4 | -3 | -2 | 1 | -3 | 6 | -5
CC(=O)NCCc1nc2ccccc2n1CCOc1ccccc1 | -11 | . | 1 | -6 | . | 5 | 13
CC1CC1C(=O)N(C)CC(=O)Nc1ccccc1Br (stereo not drawn) | -4 | 10 | 0 | 1 | -5 | 2 | -4
COC(=O)Nc1cc(C(=O)c2ccc(Cl)cc2Cl)c[nH]1 | -13 | 6 | 1 | 1 | 0 | 1 | -1
CC(=O)c1ccc(NC(=O)/C(C#N)=C/c2ccncc2)cc1 | 3 | . | 2 | . | . | 5 | 0
